# Insulin prom up: MIN6 insulin promoter up-regulation; 0.3% of 190,000 active; MIN6 insulin promoter-GFP reporter, high-content imaging; hits give high values; z-score at 5 µM;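 active means z-score above 3 at 5 µM with at least 500 cells counted in the well; inconclusive means wells under 500 cells, flagged as cytotoxic or low count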
# bCat nuc transl: alters nuclear translocation of beta-catenin in HeLa cells; AID 1665; nuclear translocation activity, % at 5 µM; 0.3% of 190,000 active; immunofluorescence imaging;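 active means nuclear translocation activity above 50% at 5 µM, with a well cell count of 50 or more; inconclusive means wells under 50 cells across six images, flagged as toxic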;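 further: per-cell ratio of nuclear to cytoplasmic median beta-catenin stain intensity; plate controls were DMSO negative control for no effect and GSK-3 inhibitor IX positive control for full effect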
#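 Test system: HeLa cells, endogenous beta-catenin; Compound: single 5 µM dose plus 0.02–20 µM confirmation series; Times: compound exposure 24 h at 37°C; Signal: fluorescence imaging of beta-catenin antibody stain plus DAPI; Read-out: % activation, nuclear-to-cytoplasmic median beta-catenin signal ratio per cell.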
# Dynein transport: dynein cargo transport inhibition | 3617.4 mouse cells, GR-EGFP nuclear translocation imaging; test concentration mostly 20 µM; stimulated with dexamethasone, 1 µM; hits give low values | z-score, hits read low | 0.47% of 220,000 active | AID 1381;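 active means plate z-score of nuclear minus cytoplasmic receptor signal below a set negative limit, without overly bright fluorescence or cell loss, cut at about -3.5 in these data, passing the limit was not always enough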;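 further: z-score of nuclear minus cytoplasmic ring GR-EGFP intensity difference per well; some compounds called inactive have numbers as strong as hits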
#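 Schedule: 48 h induction, then 1 h compound, then 30 min agonist, 37 °C. Buffer or medium: tetracycline-free induction medium containing charcoal-stripped FBS. Reagent: 1.0 µM final dexamethasone stimulus. Evaluation: nuclear versus cytoplasmic GR-EGFP signal, averaged per well. Signal: high-content fluorescence imaging after fixation.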
# MT stabilizer: microtubule stabilization, imaging screen | HeLa tubulin immunostaining HCS, 24 h; share of cells brighter than vehicle mean+2SD | % tubulin-high responders, % at 10 µM | 0.83% of 200,000 active;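 active means plate Z-score above 3 for both tubulin-high and condensed-nucleus cell shares, with cell loss under 80%, at 10 µM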;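 further: anti alpha tubulin signal scored within the nucleus-defined area of each cell; some results filed as inactive read as strong as hits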
# K1F lysis inhibition: protection from phage-mediated lysis, alamar blue read-out – E. coli UTI89, K1F phage, bacterial capsule biogenesis inhibitors (AID 488966). E. coli UTI89 K1F phage lysis, alamar blue, 2 h; higher % means a stronger effect. inhibition, % at 100 µM, or IC50 in µM where a hit was titrated. 0.02% of 340,000 active;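 active means phage lysis inhibition, versus mean bacterial control, above a set limit; inconclusive means no clear call, values can overlap the other calls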;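 further: capsule biogenesis inhibitors block K1F phage lysis so surviving cells raise fluorescence; higher fluorescence means more inhibition of phage lysis; actives were called in the ten point dose series up to 300 µM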
# ER stress rescue: rescue of cells from ER stress-induced death, primary screen, 384-well, CSM14.1, thapsigargin, ATP luminescence (AID 1222). one-dose cellular ATP content (survival), % at 20 µM; EC50 in µM for titrated hits. 190,000 tested, under 10 active. CSM14.1 thapsigargin-induced death rescue, ATP luminescence; higher % means a stronger effect;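 active means EC50 below 50 µM in the dose-response confirmation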;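 further: death triggered by thapsigargin at about 15 µM added after 2 h compound pretreatment; cell ATP read after overnight thapsigargin exposure of roughly 18 to 22 hours; normalized against plate controls of thapsigargin alone and 5% DMSO vehicle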
# Autophagy HCS: modulators of autophagy | MEF GFP-LC3 puncta imaging; test concentration mostly 10 µM | calls only at 10 µM (by protocol) | 0.98% of 190,000 active | AID 463193;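 active means percentage of spot-positive cells more than 3 SD above its plate mean, without a fluorescence outlier flag or 80% toxicity; inconclusive means no clear call, values can overlap the other calls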;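 further: spot-positive cell cutoff set from DMSO-treated cells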
# M1AAP inhibition: malaria alanyl aminopeptidase activity blockers – biochemical, fluorogenic H-Leu-NHMec substrate, 1536-well (AID 1445); 0.42% of 220,000 active; recombinant M1AAP, H-Leu-NHMec fluorogenic kinetic assay; higher % means a stronger effect; inhibition, % at 30 µM, or IC50 in µM where a hit was titrated;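 active means primary inhibition above the hit cutoff, then over 50% inhibition at one or more dose response concentrations, cut at about 23% in these data, passing the limit was not always enough; inconclusive means conflicting primary data, or primary hits not chosen for dose response; inactive means low primary inhibition, or under 50% at every dose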;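 further: plate controls were DMSO full reaction for no effect and no enzyme background for full effect; strong numbers were not always called active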
# P. falciparum M17LAP: P. falciparum M17LAP inhibitors, primary screen, biochemical, fluorogenic H-Leu-NHMec substrate, 1536-well (AID 1619); recombinant M17LAP, H-Leu-NHMec fluorogenic kinetic assay; higher % means a stronger effect; one-dose inhibition, % at 30 µM; IC50 in µM for titrated hits; 0.38% of 220,000 active;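 active means compound inhibiting the enzyme by more than half at any dose during confirmatory dose-response retesting; inconclusive means strong single-dose inhibitors picked by rank but not retested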;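 further: plate controls were full reaction with DMSO carrier for no effect and no enzyme background for full effect; strong numbers were not always called active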
# Dynein transport cytoplasmic EGFP: further read-out of Dynein transport, marked with its call; z-score; measured here: cytoplasmic GR-EGFP intensity; hits give high values
# Dynein transport nuclear GR-EGFP: further read-out of Dynein transport, marked with its call; z-score; measured here: nuclear GR-EGFP intensity;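 lower value marks the stronger effect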
# Dynein transport cell count: further read-out of Dynein transport, marked with its call; z-score; measured here: cell count per field
# Insulin prom up cell count: recorded beside Insulin prom up, whose call it bears; cell count; measured here: cytotoxicity, nuclei count;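 total cells summed across four imaged fields per well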
# bCat nuc transl cell count 5 µM: second read-out of bCat nuc transl, no call of its own (marks repeat the call); cell count; measured here: cell count, cytotoxicity flag
# MT stabilizer Hoechst-high %: second read-out of MT stabilizer, no call of its own (marks repeat the call); % Hoechst-high responders; measured here: nuclear condensation Hoechst responders;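 share of cells brighter than vehicle mean plus two SD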
# MT stabilizer cytotoxicity %: second read-out of MT stabilizer, no call of its own (marks repeat the call); toxicity, %; measured here: cytotoxicity by cell density;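 0% = mean cell density of plate MIN control wells and 100% = no cells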
# Autophagy HCS cell loss 18 h: second read-out of Autophagy HCS, no call of its own (marks repeat the call); toxicity, %; measured here: cell loss, nuclei count;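 cell loss after 18 h compound exposure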
# The depositor's hits bear a star; i = inactive; ? = inconclusive; / = not tested or not shown; [ ] = another dose, or the depositor's remark.
SMILES,Insulin prom up,Insulin prom up cell count,bCat nuc transl,bCat nuc transl cell count 5 µM,Dynein transport,Dynein transport cytoplasmic EGFP,Dynein transport nuclear GR-EGFP,Dynein transport cell count,MT stabilizer,MT stabilizer Hoechst-high %,MT stabilizer cytotoxicity %,K1F lysis inhibition,ER stress rescue,Autophagy HCS,Autophagy HCS cell loss 18 h,M1AAP inhibition,P. falciparum M17LAP
COc1ccc(NC(=O)c2ccco2)cc1NC(=O)c1ccc(C)cc1,2.2,1347,-1.9,1528,-0.89,-0.15,-0.23,0.5,3.8,1.5,6.3,0.0%,-0.8%,i,0,5%,-1%
CCn1c2ccc(C)cc2c2nnc(NN)nc21,-0.13,1261,1.4,495,-0.37,-0.28,-0.55,0.53,5.2,1.9,1.3,-1.2%[50 µM],-6.7%,i,8,1%,10%
O=C(CSc1ncnc2c1oc1ccccc12)Nc1ccc2c(c1)OCCO2,/,/,/,/,-0.028,-0.18,-0.19,-0.72,3.4,2.1,4.6,0.2%,/,i,0,2%,-3%
COC(=O)CC1C(=O)NCCN1C(=S)NC(=O)CCc1ccccc1 (stereo unspecified),-1.5,1587,-2.6,1114,-0.075,-0.16,0.15,-0.02,3.2,1.6,7.2,0.1%,0.1%,i,-21,4%,1%
FC(F)(F)Oc1ccc(NC(=S)NCCCN2CCOCC2)cc1,/,/,-1.9,1003,0.26,-0.13,0.051,-0.12,4.9,3.4,0.0,4.5%,-0.5%,i,10,2%,0%
CSc1ccccc1NC(=O)c1cccs1,0.73,1414,-1.1,872,0.068,-0.16,0.4,-0.047,4.0,2.1,8.8,0.5%,0.6%,i,17,3%,4%
Cc1cc(C(=O)COC(=O)c2ccc3c(c2)NC(=O)CS3)c(C)n1CC1CCCO1 (stereo unspecified),-0.63,1184,0.0,980,0.13,-0.27,-0.33,0.03,2.5,2.0,4.5,3.8%,-2.3%,i,-6,11%,-6%
CC(C)=CCCC(C)CN1CCC(N2CCC(C(=O)N3CCCC3)CC2)CC1 (stereo unspecified),0.36,1474,-2.5,1034,-0.43,-0.3,-0.4,0.95,1.9,1.2,1.2,0.1%,-0.1%,i,23,3%,4%
NC(=O)c1c(NC(=O)CSc2nnc(-c3ccccc3)n2CC2CCCO2)sc2c1CCC2 (stereo unspecified),/,/,/,/,1.4,-0.24,0.99,-0.54,1.6,1.9,3.0,2.3%,/,i,-3,11%,15%
COc1ccc(S(=O)(=O)Nc2ccccc2-c2nnn(CC(=O)Nc3ccccc3OC)n2)cc1,-0.98,608,-0.3,915,-0.31,0.053,-0.33,0.037,14*,51*,29*,1.3%,-2.0%,i,11,4%,-4%
O=C(CSc1ncnc2ccccc12)NCCCO,0.63,1158,-0.5,1050,1.3,-0.22,1.1,0.32,3.2,1.9,11,0.6%,/,i,-1,-1%,-1%
O=C(COC(=O)c1cc[n+]([O-])cc1)Nc1ccc(Cl)cc1[N+](=O)[O-],0.31,1657,-6.0,1136,0.049,-0.38,0.038,0.3,2.9,2.3,13,0.8%,0.2%,i,-6,17%,8%
O=S(=O)(c1cccc2nsnc12)N1CCOCC1,/,/,-2.5,1104,0.88,-0.3,0.23,0.36,5.1,3.1,9.4,0.9%,-1.1%,i,-4,3%,18%
O=P1(O)C=C(c2ccccc2)NC(c2ccccc2)=C1,-0.05,1280,/,/,0.45,-0.22,0.39,0.52,3.4,1.7,4.5,0.1%,/,i,-2,1%,20%
Cn1c(=O)c2c(ncn2CC(=O)N2CCN(c3ccc(F)cc3)CC2)n(C)c1=O,-0.04,1288,-2.5,1195,-0.32,-0.24,-0.042,-0.21,1.1,1.4,4.8,6.3%,-3.0%,i,-5,10%,5%
CNC(=O)c1cc2ccccc2o1,/,/,1.2,1166,-0.66,-0.24,-0.13,0.0061,2.9,2.5,5.8,0.4%,-1.9%,i,0,4%,2%
Cc1ccc(NC(=O)CN(C)C(=O)Cn2ncc(Cl)c(Cl)c2=O)cc1,?,/,-1.3,1118,-6.3*,0.73*,-2.7*,0.94*,4.7,4.3,7.6,0.3%,-2.9%,i,33,-3%,0%
O=C(N/N=C/c1cc([N+](=O)[O-])ccc1N1CCCCCC1)c1ccccn1,-0.55,1184,/,/,0.34,-0.24,0.34,-0.53,2.1,2.7,8.1,0.8%,0.5%,i,-1,13%,3%
Cn1cccc1CNC1CCCCC1,0.92,895,8.4,861,-0.063,-0.095,0.19,0.83,1.9,1.4,7.5,1.3%,-1.4%,i,3,-2%,-5%
Cn1c(SC(C(=O)Nc2ccc(F)cc2)c2ccccc2)nc2ccccc21 (stereo unspecified),/,/,1.4,899,2,-0.22,0.53,-1.4,4.7,3.2,7.4,0.5%,-1.4%,i,-1,6%,12%
Cc1ccc(NC2c3ncccc3C(=O)N2C2CCCCC2)cc1C (stereo unspecified),0.08,1860,0.1,920,-0.43,-0.21,-0.31,0.42,5.4,3.1,6.0,-1.0%,0.1%,i,0,-2%,2%
CCOC(=O)/C(O)=C/c1ncc(C(F)(F)F)cc1Cl,0.35,1465,-0.6,1440,0.073,-0.025,0.28,-0.32,1.4,1.4,12,0.5%,-2.4%,i,0,5%,-3%
CCCC(=O)N1c2ccccc2C(N(C(C)=O)c2ccccc2)CC1C (stereo unspecified),0.16,1624,-1.6,1425,0.36,-0.2,-0.45,-0.57,2.6,1.7,1.5,-0.3%,2.4%,i,1,4%,-5%
CC(=O)NC(Cc1cc(C)ccc1C)C(=O)N1CCN(C(=O)Nc2ccc(C(C)=O)cc2)CC1 (stereo unspecified),1.7,1099,0.1,1012,0.058,-0.12,0.016,-0.49,2.1,2.5,22,2.1%,/,i,-7,-1%,19%
COc1ccc([N+](=O)[O-])cc1NCc1ccccc1,-0.17,1495,-0.7,1012,0.81,-0.23,0.48,-0.22,1.9,2.2,11,8.7%,-0.9%,i,5,-1%,-2%
SMILES,Insulin prom up,Insulin prom up cell count,bCat nuc transl,bCat nuc transl cell count 5 µM,Dynein transport,Dynein transport cytoplasmic EGFP,Dynein transport nuclear GR-EGFP,Dynein transport cell count,MT stabilizer,MT stabilizer Hoechst-high %,MT stabilizer cytotoxicity %,K1F lysis inhibition,ER stress rescue,Autophagy HCS,Autophagy HCS cell loss 18 h,M1AAP inhibition,P. falciparum M17LAP
Cc1cc(C(=O)N2CCC(C(=O)O)CC2)c(C(F)(F)F)o1,/,/,-2.9,1151,0.97,-0.25,0.34,-0.095,/,/,/,0.6%,/,/,/,-7%,-3%
COc1ccc(S(=O)(=O)N/N=C\c2ccc3c(c2)OCO3)cc1,0.25,1645,0.8,1299,-0.013,-0.17,-0.25,-0.037,1.6,0.9,6.3,5.6%,-1.5%,i,3,9%,18%
Cc1cc(C(=O)COC(=O)C2=NNC(=O)CC2)c(C)n1-c1ccc(OC(F)F)cc1,?,/,/,/,1.1,-0.32,0.13,0.21,2.5,2.4,16,3.5%,-0.9%,i,7,10%,13%
N#CCCCCN1CCCC1,0,1318,-2.4,1152,0.54,-0.25,0.042,0.039,/,/,/,0.7%[50 µM],/,/,/,2%,1%
O=C(c1cccc(C(F)(F)F)c1)N1CCN(C2CCCCC2)CC1,-1.1,1208,-1.0,1084,-3.3,3.5,-1.2,-2.8,4.8,1.3,3.8,-0.7%,-1.3%,i,1,1%,17%
Oc1ccc(/C=N/Nc2nc(N3CCCC3)nc(N3CCCC3)n2)cc1O,-1.1,742,0.2,979,-1.5,0.049,-0.53,-0.074,2.1,2.1,9.9,1.5%,2.1%,i,21,/,/
O=C(Oc1ccc(N2C(=O)CCC2=O)cc1)c1ccccc1Cl,1.3,1314,/,/,-0.54,-0.29,-0.64,0.85,2.5,1.8,7.2,0.9%[50 µM],-1.9%,i,2,7%,-3%
O=C1CSC(c2cccnc2)N1Cc1ccc(Cl)c(Cl)c1 (stereo unspecified),2.6,1061,-0.7,1312,-0.14,-0.095,0.39,0.25,/,/,/,3.3%,/,/,/,5%,14%
Cc1ccc(Cl)cc1NC(=O)CCC(=O)O,0.22,1382,0.7,1290,-0.69,-0.12,-0.46,0.55,/,/,/,-1.7%,/,/,/,2%,-5%
COc1ccc(C(C)NC(=O)C2CCCO2)cc1OC (stereo unspecified),-0.39,1319,-2.5,1224,-0.37,-0.22,-0.32,-0.032,2.8,1.2,0.8,1.2%,-1.1%,i,-4,2%,8%
O=C(NC1CCN(C(=O)C2CCCCC2)CC1)c1ccccc1,-0.13,1485,-2.7,1129,-0.061,-0.26,0.00058,-0.0057,/,/,/,-0.1%,/,/,/,-1%,1%
COC(=O)C1CCN(C(=O)NC(C)(C)C)CC1,-0.23,1256,/,/,-0.018,-0.22,-0.033,0.97,5.1,2.1,5.4,2.7%,-2.0%,i,0,-3%,-1%
